BoNT-F LC inh – inhibitors of Botulinum neurotoxin F light chain protease; Multiplex microsphere protease cleavage assay, flow cytometry; inhibition, % at 10 µM; 360,000 tested, 0.22% active; AID 588497; in the data active means inhibition above about 35%, passing the limit was not always enough; inconclusive means no clear call, values can overlap the other calls; further: plate controls were buffer without enzyme for full effect and enzyme alone for no effect
FadD28 binding – inhibitors of Mycobacterium tuberculosis FadD28 bisubstrate binding | FadD28 bisubstrate probe binding, fluorescence polarization | inhibition, % at 12.5 µM | 360,000 tested, 0.22% active; in the data active means inhibition above about 8.5%, passing the limit was not always enough; inconclusive means no clear call, values can overlap the other calls
FBA Mtb inh – inhibits M. tuberculosis FBA enzyme | P9WQA3 | purified M. tuberculosis FBA, fluorescence read-out | inhibition, % at 1 µM | 360,000 tested, 2.3% active | AID 588726; in the data active means inhibition above about 27%;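 further: 0% = vehicle and 100% = reference inhibitor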
Target sequence (P9WQA3 whole entry, looked up): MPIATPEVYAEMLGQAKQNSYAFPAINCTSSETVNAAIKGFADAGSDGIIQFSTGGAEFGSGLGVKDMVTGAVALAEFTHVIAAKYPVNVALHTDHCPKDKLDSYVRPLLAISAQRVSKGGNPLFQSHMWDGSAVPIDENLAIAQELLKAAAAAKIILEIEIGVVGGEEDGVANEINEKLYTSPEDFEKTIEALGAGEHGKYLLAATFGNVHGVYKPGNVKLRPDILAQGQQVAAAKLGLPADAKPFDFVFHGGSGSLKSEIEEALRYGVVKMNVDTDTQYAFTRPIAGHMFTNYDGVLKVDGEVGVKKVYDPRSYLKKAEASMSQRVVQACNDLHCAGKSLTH
Rv3671c protease – inhibitors of M. tuberculosis serine protease Rv3671c; 320,000 tested, 0.048% active; AID 2606; inhibition, % at 5.96 µM; P9WHR9; in the data active means inhibition above about 38%;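 further: extracellular domain of Rv3671c used as enzyme; 0% = enzyme with DMSO and 100% = no enzyme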
PrPC surface inh – reduces human prion protein on the cell surface; P04156; cell surface PrPC, TR-FRET read-out; inhibition, % at 13.8 µM; 370,000 tested, 0.43% active; AID 720596; in the data active means inhibition above about 24%; further: 0% = median of the test wells and 100% = reference compound wells
MazEF act – activators of E. coli MazEF toxin-antitoxin RNase | P0AE70 | FAM/BHQ RNA-DNA oligo cleavage fluorescence, 5 h | activation, % at 20 µM | 350,000 tested, 0.32% active | AID 504720; in the data active means activation above about 50%
Target sequence (P0AE70 whole entry, looked up): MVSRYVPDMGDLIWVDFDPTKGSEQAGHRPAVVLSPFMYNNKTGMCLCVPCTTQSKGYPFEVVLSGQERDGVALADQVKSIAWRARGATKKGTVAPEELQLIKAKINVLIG
GDH-TPI counter – counter-screen for M. tuberculosis FBA inhibitors: GDH-TPI coupled enzymes | AID 588335 | GDH-TPI coupled enzyme counterscreen, NADH absorbance | 360,000 tested, 1.2% active | inhibition, % at 4.8 µM; in the data active means inhibition above about 30%;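 further: 0% = DMSO wells and 100% = wells lacking the enzyme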
Mtb BioA inh – inhibitors of Mycobacterium tuberculosis BioA enzyme | purified M. tuberculosis BioA enzyme, plate reader | inhibition, % at 9.99 µM | 360,000 tested, 0.096% active | AID 602481; in the data active means inhibition above about 40%; inconclusive means no clear call, values can overlap the other calls
Mtb UGM inh – inhibitors of M. tuberculosis UDP-galactopyranose mutase; P9WIQ1; 320,000 tested, 0.06% active; purified UGM, fluorescence polarization probe displacement; inhibition, % at 10 µM; in the data active means inhibition above about 10%, passing the limit was not always enough; inconclusive means no clear call, values can overlap the other calls
Target sequence (P9WIQ1 whole entry, looked up): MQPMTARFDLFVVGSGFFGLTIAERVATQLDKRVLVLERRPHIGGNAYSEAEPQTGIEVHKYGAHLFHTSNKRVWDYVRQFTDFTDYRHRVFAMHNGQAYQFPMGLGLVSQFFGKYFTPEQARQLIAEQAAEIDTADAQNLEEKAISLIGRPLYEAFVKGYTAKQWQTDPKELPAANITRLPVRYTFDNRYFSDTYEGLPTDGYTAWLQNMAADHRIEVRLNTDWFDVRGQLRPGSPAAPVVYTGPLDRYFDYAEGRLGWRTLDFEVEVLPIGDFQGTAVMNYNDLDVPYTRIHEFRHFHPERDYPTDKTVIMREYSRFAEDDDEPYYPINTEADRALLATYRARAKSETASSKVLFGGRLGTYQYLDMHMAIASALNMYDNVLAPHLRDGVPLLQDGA
* marks the source's active call; other numbers are inactive results.

What do the screens show for `CC12CCC(C(=O)N(c3cccc(Cl)c3)C1=O)C2(C)C` (stereo not given)?
BoNT-F LC inh: -1; FadD28 binding: -0.1; FBA Mtb inh: 1; Rv3671c protease: 3; PrPC surface inh: -6; MazEF act: -18; GDH-TPI counter: 3; Mtb BioA inh: -1.2; Mtb UGM inh: -0.4

How did Cc1nnc(NC(=O)CSc2ncn(-c3ccccc3)n2)s1 do in these assays?
BoNT-F LC inh: 0; FadD28 binding: -1.7; FBA Mtb inh: -3; Rv3671c protease: 5; PrPC surface inh: 4; MazEF act: -5; GDH-TPI counter: 2; Mtb UGM inh: 1.2

What do the screens show for `COc1ccc(N2C(=O)c3ccc(C(=O)Nc4ccccc4O)cc3C2=O)cc1`?
BoNT-F LC inh: -36; FadD28 binding: -2.8; FBA Mtb inh: 3; Rv3671c protease: -14; PrPC surface inh: -8; MazEF act: 5; GDH-TPI counter: 14; Mtb BioA inh: -1.7; Mtb UGM inh: -0.6

What do the screens show for `CCOC(=O)c1ccc(S(=O)(=O)N2CCN(C)CC2)cc1`?
BoNT-F LC inh: -1; FadD28 binding: -1.5; FBA Mtb inh: 3; Rv3671c protease: 0; PrPC surface inh: -8; MazEF act: -6; GDH-TPI counter: 13; Mtb BioA inh: -2.0; Mtb UGM inh: 2.0

What do the screens show for `Cc1onc(-c2ccccc2)c1C(=O)NNC(=S)NC(=O)c1ccc(F)cc1`?
BoNT-F LC inh: -5; FadD28 binding: -0.7; FBA Mtb inh: 1; Rv3671c protease: 7; PrPC surface inh: 0; MazEF act: 1; GDH-TPI counter: 13; Mtb UGM inh: -0.1

How did O=C(/C=C/c1c(Cl)cccc1Cl)n1cccn1 do in these assays?
BoNT-F LC inh: 7; FadD28 binding: 0.0; FBA Mtb inh: -3; Rv3671c protease: 20; PrPC surface inh: -1; MazEF act: -5; GDH-TPI counter: -2; Mtb BioA inh: -2.1; Mtb UGM inh: -1.9

How did COc1ccc(/C=N/N2CCOCC2)cc1Cn1cc([N+](=O)[O-])cn1 do in these assays?
BoNT-F LC inh: 2; FadD28 binding: -4.2; FBA Mtb inh: 0; Rv3671c protease: -1; PrPC surface inh: 2; MazEF act: 10; GDH-TPI counter: -10; Mtb UGM inh: -1.3

What do the screens show for `CCN1CCN(C(=O)CS(=O)(=O)Cc2nc(-c3ccccc3C)oc2C)CC1`?
BoNT-F LC inh: 12; FadD28 binding: -0.8; FBA Mtb inh: 6; Rv3671c protease: -3; PrPC surface inh: -5; MazEF act: -4; GDH-TPI counter: 0; Mtb BioA inh: 0.1; Mtb UGM inh: -5.3

How did CC(NC(=O)c1ccc(N2CCCC2)c([N+](=O)[O-])c1)c1ccc(S(N)(=O)=O)cc1 (stereo not given) do in these assays?
BoNT-F LC inh: 8; FadD28 binding: -0.2; FBA Mtb inh: -5; Rv3671c protease: -4; PrPC surface inh: -11; MazEF act: 8; GDH-TPI counter: 1; Mtb BioA inh: 4.0; Mtb UGM inh: -2.9

How did COc1cc2c(cc1OC)-c1cc(Nc3cccc(F)c3)nc(=O)n1CC2 do in these assays?
BoNT-F LC inh: 0; FBA Mtb inh: -2; PrPC surface inh: 9; MazEF act: 0; GDH-TPI counter: 34*; Mtb BioA inh: 1.2

How did CC1Cc2nc(SCC(=O)Nc3ccc4c(c3)OCO4)n(CCc3ccccc3)c(=O)c2S1 (stereo not given) do in these assays?
BoNT-F LC inh: 0; FadD28 binding: -3.1; FBA Mtb inh: -4; Rv3671c protease: 0; PrPC surface inh: 0; MazEF act: -7; GDH-TPI counter: 6; Mtb BioA inh: 0.7; Mtb UGM inh: -1.9

What do the screens show for `CC(NC(=O)Cc1ccc(F)cc1)c1ccccc1` (stereo not given)?
BoNT-F LC inh: -6; FadD28 binding: -1.3; FBA Mtb inh: 1; Rv3671c protease: 1; PrPC surface inh: -5; MazEF act: 1; GDH-TPI counter: -1; Mtb BioA inh: 0.2; Mtb UGM inh: -1.4

Results for COc1nc(C)ccc1-c1noc(-c2ccncc2)n1 ?
BoNT-F LC inh: -9; FadD28 binding: -0.3; FBA Mtb inh: -3; Rv3671c protease: -4; PrPC surface inh: 1; MazEF act: -2; GDH-TPI counter: 5; Mtb BioA inh: -1.7; Mtb UGM inh: -1.1

What do the screens show for `O=C(CC12CC3CC(CC(C3)C1)C2)NC(=S)NCc1ccco1`?
BoNT-F LC inh: -6; FadD28 binding: -0.9; FBA Mtb inh: 2; Rv3671c protease: -9; PrPC surface inh: 2; MazEF act: 5; GDH-TPI counter: -5; Mtb UGM inh: -1.1

How did O=C(Nc1cccnc1Cl)c1cccnc1Cl do in these assays?
BoNT-F LC inh: 0; FadD28 binding: 0.7; FBA Mtb inh: -2; Rv3671c protease: 8; PrPC surface inh: 2; MazEF act: 0; GDH-TPI counter: -1; Mtb BioA inh: 4.5; Mtb UGM inh: -1.0

Next section; it opens with the three that closed the last part.
Results for COc1nc(C)ccc1-c1noc(-c2ccncc2)n1 ?
BoNT-F LC inh: -9; FadD28 binding: -0.3; FBA Mtb inh: -3; Rv3671c protease: -4; PrPC surface inh: 1; MazEF act: -2; GDH-TPI counter: 5; Mtb BioA inh: -1.7; Mtb UGM inh: -1.1

What do the screens show for `O=C(CC12CC3CC(CC(C3)C1)C2)NC(=S)NCc1ccco1`?
BoNT-F LC inh: -6; FadD28 binding: -0.9; FBA Mtb inh: 2; Rv3671c protease: -9; PrPC surface inh: 2; MazEF act: 5; GDH-TPI counter: -5; Mtb UGM inh: -1.1

How did O=C(Nc1cccnc1Cl)c1cccnc1Cl do in these assays?
BoNT-F LC inh: 0; FadD28 binding: 0.7; FBA Mtb inh: -2; Rv3671c protease: 8; PrPC surface inh: 2; MazEF act: 0; GDH-TPI counter: -1; Mtb BioA inh: 4.5; Mtb UGM inh: -1.0

Results for COC(C(=O)Nc1ccc(S(=O)(=O)Nc2ccc(C)c(C)c2)cc1)c1ccccc1 (stereo not given) ?
BoNT-F LC inh: -6; FadD28 binding: -1.0; FBA Mtb inh: -2; Rv3671c protease: -28; PrPC surface inh: -1; MazEF act: -3; GDH-TPI counter: 16; Mtb UGM inh: 1.2

What do the screens show for `CCc1ccc2n(-c3ccc(OC)cc3)c([S-])c(C(=O)Nc3cc(C)cc(C)c3)[n+]2c1`?
BoNT-F LC inh: 2; FadD28 binding: -2.4; FBA Mtb inh: -3; Rv3671c protease: 4; PrPC surface inh: -1; MazEF act: -3; GDH-TPI counter: 3; Mtb BioA inh: 0.0; Mtb UGM inh: -3.9

Results for N#CC1(NC(=O)COC(=O)c2ccc(-c3ccc(O)cc3)cc2)CCCCC1 ?
FadD28 binding: -1.1; FBA Mtb inh: 12; Rv3671c protease: -32; PrPC surface inh: 11; MazEF act: 10; GDH-TPI counter: -6; Mtb BioA inh: -0.7; Mtb UGM inh: -0.9

How did O=C(O)Cn1cc(/C=C/[N+](=O)[O-])c2ccccc21 do in these assays?
BoNT-F LC inh: -7; FadD28 binding: 0.7; FBA Mtb inh: -10; Rv3671c protease: -4; PrPC surface inh: 4; MazEF act: 7; GDH-TPI counter: 3; Mtb UGM inh: 1.9

How did Cc1sc2ncnc(N3CCC(C(=O)NNC(=O)c4ccccc4Cl)CC3)c2c1C do in these assays?
BoNT-F LC inh: 2; FadD28 binding: -1.4; FBA Mtb inh: -1; Rv3671c protease: -13; PrPC surface inh: 4; MazEF act: 7; GDH-TPI counter: 5; Mtb BioA inh: 0.8; Mtb UGM inh: 0.5

What do the screens show for `Cc1ccnc(N2C(=O)c3ccccc3C2Nc2ccccc2Cl)c1` (stereo not given)?
BoNT-F LC inh: -5; FadD28 binding: -0.4; FBA Mtb inh: -1; Rv3671c protease: 1; PrPC surface inh: 2; MazEF act: -2; GDH-TPI counter: 4; Mtb BioA inh: 2.4; Mtb UGM inh: -1.9

Results for O=C(c1cccnc1)C1CCCN(Cc2nc(-c3cnccn3)no2)C1 (stereo not given) ?
BoNT-F LC inh: -11; FadD28 binding: -1.1; FBA Mtb inh: 0; Rv3671c protease: 11; PrPC surface inh: 5; MazEF act: -1; GDH-TPI counter: 10; Mtb BioA inh: -0.3; Mtb UGM inh: -2.5

What do the screens show for `CC(=O)C1=C(O)C(=O)N(c2ccc(S(=O)(=O)Nc3nccs3)cc2)C1c1ccc([N+](=O)[O-])cc1` (stereo not given)?
BoNT-F LC inh: -1; FadD28 binding: -0.1; FBA Mtb inh: -3; Rv3671c protease: -1; PrPC surface inh: -13; MazEF act: -8; GDH-TPI counter: 28; Mtb UGM inh: 1.5

Results for Cc1ccc(-c2csc3nc[nH]c(=O)c23)c(C)c1 ?
BoNT-F LC inh: 0; FadD28 binding: -0.8; FBA Mtb inh: 3; Rv3671c protease: -6; PrPC surface inh: 9; MazEF act: 8; GDH-TPI counter: 6; Mtb BioA inh: -1.6; Mtb UGM inh: 4.3

What do the screens show for `CCOC(=O)C(c1ccccc1)N1CCN(c2ccc(OC)cc2)CC1` (stereo not given)?
BoNT-F LC inh: 10; FadD28 binding: -0.3; FBA Mtb inh: 2; Rv3671c protease: -13; PrPC surface inh: 0; MazEF act: 0; GDH-TPI counter: -3; Mtb BioA inh: 2.0; Mtb UGM inh: 2.1

Results for COc1ccccc1OCCSc1nc2ccccc2n1CCO ?
BoNT-F LC inh: -2; FadD28 binding: -0.2; FBA Mtb inh: 0; Rv3671c protease: -3; PrPC surface inh: -4; MazEF act: 5; GDH-TPI counter: 4; Mtb UGM inh: 3.9

How did C=CCNc1nc(Cl)nc(NC2CCCCC2)n1 do in these assays?
BoNT-F LC inh: inconclusive; FadD28 binding: -1.8; FBA Mtb inh: -1; PrPC surface inh: -1; MazEF act: 7; GDH-TPI counter: 3; Mtb BioA inh: 0.1; Mtb UGM inh: -0.9

How did COc1cc(OC)c(OC)cc1CN1CCN(C(=O)COc2ccc3ccccc3c2)CC1 do in these assays?
BoNT-F LC inh: -11; FadD28 binding: -0.4; FBA Mtb inh: 1; Rv3671c protease: 11; PrPC surface inh: -6; MazEF act: -2; GDH-TPI counter: 0; Mtb BioA inh: 2.8; Mtb UGM inh: -2.8

Results for CC(C)N(Cc1nc(-c2ccc(Cl)cc2)no1)C(=O)C(c1ccccc1)c1ccccc1 ?
BoNT-F LC inh: 2; FadD28 binding: -7.2; FBA Mtb inh: -1; Rv3671c protease: -10; PrPC surface inh: 7; MazEF act: -2; GDH-TPI counter: 15; Mtb BioA inh: -1.1; Mtb UGM inh: -0.7

Results for C[C@@H]1CC=C[C@H]2[C@H]1C(=O)N(Cc1ccccc1)[C@H]2c1ccc(-c2cc3ccccc3s2)cc1F ?
BoNT-F LC inh: 4; FadD28 binding: -0.9; FBA Mtb inh: 3; Rv3671c protease: -5; PrPC surface inh: -2; MazEF act: -2; GDH-TPI counter: 9; Mtb BioA inh: -4.0; Mtb UGM inh: 0.0

Results for COC(=O)c1c(C)nc(C)c(C(=O)OC)c1-c1ccsc1 ?
FadD28 binding: -3.2; FBA Mtb inh: -3; Rv3671c protease: 1; PrPC surface inh: -4; MazEF act: 11; GDH-TPI counter: -6; Mtb BioA inh: -0.2; Mtb UGM inh: 0.7

How did CCN(CC)CCNC(=O)c1ccc(NC(=O)c2c(F)cccc2Cl)cc1 do in these assays?
BoNT-F LC inh: -16; FadD28 binding: -6.1; FBA Mtb inh: 3; Rv3671c protease: 4; PrPC surface inh: -7; MazEF act: -5; GDH-TPI counter: 3; Mtb UGM inh: 1.2

What do the screens show for `Cc1ccc(-n2nnnc2SCC(=O)c2c(N)n(C3CC3)c(=O)[nH]c2=O)cc1`?
BoNT-F LC inh: -10; FadD28 binding: -1.4; FBA Mtb inh: -3; Rv3671c protease: 0; PrPC surface inh: 6; MazEF act: 12; GDH-TPI counter: 3; Mtb BioA inh: -0.2; Mtb UGM inh: 3.6

What do the screens show for `COCCNC(=O)c1sc2ncn(CC(=O)N3CCCCC3)c(=O)c2c1C`?
BoNT-F LC inh: -7; FadD28 binding: -4.3; FBA Mtb inh: 0; Rv3671c protease: 0; PrPC surface inh: 7; MazEF act: 4; GDH-TPI counter: -1; Mtb BioA inh: -0.2; Mtb UGM inh: -4.4
